Screening results: PubChem, National Center for Advancing Translational Sciences (NCATS)
Tau fluor cs: counter-screen for tau fibril formation inhibitors; Potency, µM (doses to about 57.7 µM), for inactives: at the top dose activity change, negative = decrease; AID 1463; hit rate 0.93% among 280,000; tau K18 P301L Alexa594 fluorescence, heparin fibrillization; further: on the % scale 0 is the no-effect control and ±100 the full control effect; nearly all actives have a fitted effect of over 55% in size
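Human tau K18 P301L (15 uM unlabeled, 0.24 uM Alexa 594-labeled) in 100 mM sodium acetate pH 7 with 20 uM heparin, 6 hr at 37 C. ThT 30 uM added, 1 hr ambient; Alexa 594 FP and total fluorescence read at 555/632 nm.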
Tau fibril FP: blocks human tau fibril formation measured by polarization. Potency, µM (top dose mostly 57.7 µM), for the others: at the highest dose activity, negative = inhibition, hits mostly inhibitors. K18 P301L tau heparin fibrillization, Alexa594 FP, 6 h. hit rate 0.39% among 280,000; further: on the % scale 0 is the no-effect control and ±100 the full control effect; nearly all actives have a fitted effect of over 55% in size
Target sequence (P10636 561-689 P618L limits assumed): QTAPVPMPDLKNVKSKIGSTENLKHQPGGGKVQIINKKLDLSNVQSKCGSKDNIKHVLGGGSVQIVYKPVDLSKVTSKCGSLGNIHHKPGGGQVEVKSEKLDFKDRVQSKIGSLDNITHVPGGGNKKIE
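FP of Alexa 594-tau after heparin (20 uM) induction. Substrate: human K18 P301L, 15 uM unlabeled, 0.24 uM labeled. Buffer 100 mM sodium acetate pH 7. 6 hr, 37 C.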
L3MBTL1 block: inhibitors of human L3MBTL1. AlphaScreen L3MBTL1–H3K9me1 peptide binding. Potency, µM (series often up to 57.1 µM), for the others: at the top dose activity, negative = inhibition, hits mostly inhibitors. hit rate 0.66% among 230,000; further: on the % scale 0 is the no-effect control and ±100 the full control effect; nearly all actives have a fitted effect of over 60% in size
Target sequence (Q9Y468 whole entry, looked up): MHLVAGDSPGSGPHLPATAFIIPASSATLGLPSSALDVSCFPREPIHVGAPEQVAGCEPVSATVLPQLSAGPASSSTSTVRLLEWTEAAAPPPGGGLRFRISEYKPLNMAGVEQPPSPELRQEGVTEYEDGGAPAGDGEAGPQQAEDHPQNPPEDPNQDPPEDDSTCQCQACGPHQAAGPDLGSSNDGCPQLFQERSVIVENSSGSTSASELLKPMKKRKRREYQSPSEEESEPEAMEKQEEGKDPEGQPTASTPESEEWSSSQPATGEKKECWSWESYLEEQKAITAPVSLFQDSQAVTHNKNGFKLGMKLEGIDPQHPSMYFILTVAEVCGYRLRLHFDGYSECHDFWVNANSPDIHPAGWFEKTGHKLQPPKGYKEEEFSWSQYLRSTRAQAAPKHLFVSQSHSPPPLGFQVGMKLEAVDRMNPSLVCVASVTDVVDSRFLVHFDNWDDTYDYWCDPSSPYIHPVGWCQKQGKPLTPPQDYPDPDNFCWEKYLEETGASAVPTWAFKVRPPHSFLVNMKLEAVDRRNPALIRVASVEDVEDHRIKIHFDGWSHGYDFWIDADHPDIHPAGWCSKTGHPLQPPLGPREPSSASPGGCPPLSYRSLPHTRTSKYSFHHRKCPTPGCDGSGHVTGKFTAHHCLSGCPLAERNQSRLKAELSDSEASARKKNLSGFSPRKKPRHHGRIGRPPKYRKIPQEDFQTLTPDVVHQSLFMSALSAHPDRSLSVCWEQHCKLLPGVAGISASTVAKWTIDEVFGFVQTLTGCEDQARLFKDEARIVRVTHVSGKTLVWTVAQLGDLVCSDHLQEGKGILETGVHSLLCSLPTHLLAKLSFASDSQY
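Displacement of a biotinylated histone H3(1-15) peptide monomethylated at Lys9 (75 nM) from L3MBTL1 (50 nM) was measured by AlphaScreen after a 30 min room-temperature compound incubation; cefsulodin titration served as intraplate control.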
RECQ1 inh: inhibitors of human RECQ1 DNA helicase; Potency, µM (series often up to 57.3 µM), without a hit: top-dose activity, negative = inhibition, usual class: inhibitors; hit rate 0.54% among 240,000; RECQ1 DNA unwinding, red fluorescence kinetic read;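 further: plate controls were vehicle for no effect and no enzyme for full effect; nearly all actives have a fitted effect of over 30% in size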
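50 nM RECQ1T1 preincubated 15 min with compound in Tris pH 8.0 buffer with MgCl2, DTT, Tween-20 and 2.5 ug/ml poly(dI-dC); started with 200 nM TAMRA/BHQ-2 forked duplex and 2 mM ATP. Unwinding read as fluorescence (525/598 nm), two reads 2 h apart.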
Tau fibril ThT: tau fibrillization inhibition (ThT binding). P10636. recombinant tau K18 P301L, heparin-induced fibrillization, ThT fluorescence. Potency, µM (doses to about 57.4 µM), for the others: at the highest dose activity, negative = inhibition, actives largely listed as inhibitors. hit rate 2.1% among 270,000; further: on the % scale 0 is the no-effect control and ±100 the full control effect; nearly all actives have a fitted effect of over 55% in size
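Fibril formation assay: tau K18 P301L at 15 uM with trace Alexa 594 label, heparin inducer 20 uM, pH 7 sodium acetate buffer, 37 C for 6 hr; endpoint ThT signal.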
HTT ATP protect: protects HTT-Q103 PC12 cells, measured by ATP. AID 1471. hit rate 0.14% among 230,000. PC12 HTT-Q103 induced, cytoprotection, ATP luminescence, 40 h. Potency, µM (doses to about 56.4 µM), for the others: cytoprotection (ATP increase), most hits filed as activators;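 further: % of control where 0% means no effect; nearly all actives have a fitted effect of over 45% in size; toxic huntingtin expression switched on by the ecdysone agonist tebufenozide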
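Rat PC12, Q103 Htt exon1-GFP fusion, ecdysone promoter; tebufenozide inducer 100 nM final; compound titration; qHTS, 1500 cells/well; ATPlite luminescent read.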
TRb-SRC2 inh: TRbeta-SRC2 interaction inhibition; P10828; Potency, µM (doses to about 106 µM), without a hit: at the highest dose activity change, negative = inhibition, usual class: inhibitors; hit rate 0.065% among 280,000; AID 1469; TRbeta-SRC2 peptide binding, fluorescence polarization; receptor liganded with 1 µM T3;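 further: plate controls were bound peptide for no effect and peptide without receptor for full effect; nearly all actives have a fitted effect of over 50% in size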
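Decrease in fluorescence polarization of 20 nM Texas Red SRC2 coactivator peptide flagged inhibition of its binding to 0.6 uM TRb LBD; 1 uM T3 included, incubation 5 hr, ex 555/em 632 nm.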
TR SRC2 fluor cs: Texas Red fluorescence interference in TRb-SRC2 counter-screen | TRb/SRC2 Texas Red total fluorescence interference | Potency, µM (series often up to 106 µM), without a hit: at the top dose fluorescence change, negative = quenching | hit rate 0.29% among 280,000 | AID 1479; active means well fitted curve in either direction with a large enough effect; inconclusive means small, poorly fitted or top-dose-only effect; further: on the % scale 0 is the no-effect control and ±100 the full control effect
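Human TRβ ligand-binding domain (0.6 uM) and Texas Red SRC2 peptide (20 nM) in Tris buffer with 1 uM T3 and 5% DMSO were incubated with pinned compound for 5 hr at ambient temperature. Total fluorescence was computed as S + 2P (555/632 nm).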
An asterisk follows results filed as active; i = inactive; ? = inconclusive; . = no result given; & = joins results of further samples; [ ] = dose if it differs, or a comment. Unless noted, the call rests on the fitted dose curve; in most records, active means well fitted curve in the direction sought with a large enough effect; inconclusive means small, poorly fitted or top-dose-only effect, or another doubt; inactive means no such curve, though single readings can be large; an effect the other way counts as inactive or inconclusive. Potency means the concentration at half of the fitted maximal effect. Only part of the results is shown, so the mix of outcomes need not match the whole.

The opening 4 records as a preview:
Order of values: Tau fluor cs, Tau fibril FP, L3MBTL1 block, RECQ1 inh, Tau fibril ThT, HTT ATP protect, TRb-SRC2 inh, TR SRC2 fluor cs
COC(=O)C1=C(C)NC(C)=C(C(=O)OC)C1c1ccc(NC(C)=O)cc1
    4%, 3%, -4%[11.4 µM], i, -6%, -24%[0.074 µM], -14%, 2%
Cc1cccc(Cn2cnc3c(N)c(C)c(C)cc32)c1
    -17%, 2%, -20%, 2%, -11%, 15%[10 µM], -7%, 0%
COC(=O)C1=CN(c2cccc(C)c2)C=C(C(=O)OC)C1c1cc(OC)c(O)c([N+](=O)[O-])c1
    ?, 13%, -30%, -26%, 16µM*, -55%[inhibitor], 0%, -3%
CN(C)c1cccc(C(=O)NC2CCCCCC2)c1
    -7%, 9%, -1%[11.4 µM], i, -13%, -13%, 6%, 2%

The whole of this part, from the first entry:
Order of values: Tau fluor cs, Tau fibril FP, L3MBTL1 block, RECQ1 inh, Tau fibril ThT, HTT ATP protect, TRb-SRC2 inh, TR SRC2 fluor cs
COC(=O)C1=C(C)NC(C)=C(C(=O)OC)C1c1ccc(NC(C)=O)cc1
    4%, 3%, -4%[11.4 µM], i, -6%, -24%[0.074 µM], -14%, 2%
Cc1cccc(Cn2cnc3c(N)c(C)c(C)cc32)c1
    -17%, 2%, -20%, 2%, -11%, 15%[10 µM], -7%, 0%
COC(=O)C1=CN(c2cccc(C)c2)C=C(C(=O)OC)C1c1cc(OC)c(O)c([N+](=O)[O-])c1
    ?, 13%, -30%, -26%, 16µM*, -55%[inhibitor], 0%, -3%
CN(C)c1cccc(C(=O)NC2CCCCCC2)c1
    -7%, 9%, -1%[11.4 µM], i, -13%, -13%, 6%, 2%
CC(=O)NC1=NN(C(C)=O)C(C)(CS(=O)(=O)c2ccc(C)c(C)c2)S1 (configuration not stated)
    -11%, 0%, ., -16%, -13%, 12%, 0%, -4%
COc1ccccc1C/C(N)=N/OC(=O)/C=C/c1ccccc1
    -12%, 1%, 20%, ?, -8%, -21%, 5%, 2%
COc1cc(C2CC(=O)c3cnc(N4CCN(CCO)CC4)nc3C2)cc(OC)c1OC (configuration not stated)
    1%, -1%, ., ., 4%, ., 4%, -16%
S=C(Nc1ccccc1)N1CCN(C(=S)Nc2ccccc2)CC1
    2%, 1%, 7%, -1%, -3%, -3%, -1%, 1%
COc1ccc(OC)c(NC(=O)C2CCCN(S(=O)(=O)c3cccc4nsnc34)C2)c1 (configuration not stated)
    -10%, 3%, -2%, 8%, -7%, -14%, -10%, -4%
O=C(Nc1nnc(-c2cccs2)o1)c1cccc(Oc2ccccc2)c1
    -13%, 7%, 2%, -14%, -12%, -17%, 0%, -6%
Cc1ccc(N(C)C(=O)Cn2nc(Cc3ccncc3)c3ccccc3c2=O)cc1C
    -15%, -8%, ., ., -8%, ., 2%, -3%
CC(=O)OC1CC2C(C)(C)C(O)C=C[C@@]2(C)C2CC[C@@]3(C)C(c4ccoc4)OC(=O)C4OC43[C@]12C (some centres not stated)
    -10%, -9%, ., -1%, -4%, ., -4%, -3%
O=C(O)c1ccc(NCc2cccc(Br)c2)cc1
    4%, 1%, -3%, 10%, -5%, ., 1%, -4%
O=C(Cn1cnc2c(nnn2Cc2ccccc2)c1=O)NCc1ccccc1Cl
    6%, -8%, ., i, ., -4%[10 µM], -10%, -4%
CCOc1ccc(CCNC(=O)CSc2n[nH]c(-c3ccccc3)n2)cc1OCC
    -1%, -7%, ., ., -7%, ., 11%, -1%
CSc1nnc2c3c4c(sc3c(=O)n(-c3ccccc3)n12)CC(C)(C)OC4
    3%, 1%, -1%, 4%, 3%, -26%, 11%, -5%
Cc1cc(C)cc(NC(=O)NC(C)C2CCCO2)c1 (configuration not stated)
    -4%, -6%, 46%[activator], i, 4%, -2%[10 µM], -9%, -2%
CC(=O)Nc1ccc(C(=O)OCc2ccc(Br)cc2)cc1
    ?, ?, 5%, i, 4%, 19%[10 µM], -8%, -1%
Cc1ccc(Nc2nnc(-c3ccc(C)c(S(=O)(=O)N4CCOCC4)c3)c3ccccc23)c(C)c1
    -20%, 5%, ., ., ?, ., -12%, 0.014µM*[quencher]
Cc1cccc(NCc2ccccc2OCc2ccccc2F)c1
    ?, 0%, 16%, -8%, -14%, -3%[10 µM], -15%, 1%
Cc1ccc(NC(=O)NC(=O)N(c2ccccc2)S(C)(=O)=O)cc1
    -18%, -4%, -2%, i, -4%, 5%, -3%, -3%
C=CCCC(=O)Nc1nc(C)c(-c2csc(Nc3cc(OC)ccc3OC)n2)s1
    14µM*[quencher], 13%, -25%, i, 14µM*, -106%[inhibitor], -7%, -7%
CC(=O)OCC1OC(C#Cc2ccc(Br)cc2)C=CC1OC(C)=O (configuration not stated)
    -2%[11.6 µM], -8%[11.6 µM], ., 4%[11.5 µM], -17%[11.5 µM], 7%[10 µM], 3%[11.2 µM], -4%[11.2 µM]
CC(C)CNc1nc(Oc2ccc(OCC(N)=O)nn2)nc(N2CCOCC2)n1
    8%, 3%, ., ., 9%, ., -11%, 0%
COC(=O)C(C)Sc1ccc2nnc(CCNS(=O)(=O)c3ccc(C)cc3)n2n1 (configuration not stated)
    -2%&-9%, 0%&-2%, ., -3%, 7%&-2%, -21%, 10%&-8%, 0%&-1%
COC(=O)c1ccc(/C=N/Nc2nc3ccccc3[nH]2)cc1
    -28%, 9%, 5%, i, ?, -20%, -1%, -2%
CCOc1ccc(NC(=O)C[n+]2ccc(N(C)C)cc2)cc1
    -14%, -12%, 5%, -7%, -6%, 5%[10 µM], -1%, -3%
CCOc1ccc(C(C)NC(=O)c2ccccc2F)cc1 (configuration not stated)
    12%, 9%, 9%, 2%, 2%, 18%[10 µM], 0%, 3%
COCCCNC(=O)c1ccc2c(c1)CCN2S(C)(=O)=O
    1%, 6%, ., i, 1%, -23%, -7%, 0%
CCN(CC)C(=O)c1sc(NC(=O)c2cccs2)c(C#N)c1C
    -9%, -1%, 28%, i, 1%, 9%[10 µM], 3%, -1%
CC(=O)Nc1ccc(C2=NN(c3ccccc3)C(c3cccs3)C2)cc1 (configuration not stated)
    8.9µM*[quencher], ?, 34%[activator], -13%, -11%, -7%[10 µM], 2%, -2%
COC(=O)c1cc(-c2c(C)oc3cc(OC)ccc3c2=O)c(C)o1
    -14%, -9%, 2%, -2%, -16%, 3%, 3%, 1%
CCCc1cnc2c(c1SCC(=O)Nc1ccc(C)c(Cl)c1)c(=O)n(C)c(=O)n2C
    ?, -11%, ., ., ?, ., -2%, 0%
CCc1ccccc1NS(=O)(=O)c1cc(Br)cc2c1N(C(=O)C1CC1)CC2
    -17%, -6%, ., ., -4%, ., 6%, -1%
COc1ccc(NC(=O)c2cccc([N+](=O)[O-])c2)cc1
    -14%, -8%, ., 2%, ?, -76%[inhibitor], 6%, 5%
Cc1ccc2cc3c(NC(=O)c4ccco4)nn(CC(C)C)c3nc2c1
    -5%, -1%, 7%, -4%, -16%, 12%[0.074 µM], 4%, -1%
CNc1nc2c(c(=O)n(C)c(=O)n2C)n1CC(O)COc1ccc(OC)cc1 (configuration not stated)
    7%, 2%, ., ., -2%, ., -14%, 0%
Cc1ccc(S(=O)(=O)c2c(N)n(CCCN(C)C)c3nc4ccccc4nc23)cc1
    -19%, -8%, 12%, -2%, 3%, -5%[10 µM], -9%, -1%
Cc1cc(C(=O)CSc2nc3ccccc3[nH]2)c(C)n1Cc1ccco1
    -30%, -18%, -5%, i, -13%, 17%[10 µM], 5%[53 µM], -2%[53 µM]
Nc1cc(=O)[nH]n1C1CCCCC1
    -9%, -8%, -5%, -3%, -3%, 6%[10 µM], 7%, -1%
COc1ccc(NC(=O)CSc2nc(N3CCCCC3)nc(N3CCCCC3)n2)cc1
    7%, 8%, 9%, -1%, 5%, -4%, -3%, -2%
Cc1ccc(S(=O)(=O)N2CCCc3cc(NS(=O)(=O)c4ccc(F)c(C)c4)ccc32)cc1
    ?, ?, ., ., -1%, ., -5%, 0%
O=C(Nc1ccc(F)c(Cl)c1)c1nsc(Cl)c1Cl
    -25%, ?, 19%, -3%, ?, 6%[10 µM], 11%, -3%
C=CCOc1cccc(/C=N/NC(=O)CN(c2cc(Cl)ccc2OC)S(=O)(=O)c2ccc(C)c([N+](=O)[O-])c2)c1
    -24%, -13%, 0%, -9%, -2%, 19%[10 µM], 4%, 0%
COc1cc2[nH]c(=O)n(CCC(=O)N3CCN(Cc4ccc5c(c4)OCO5)CC3)c(=O)c2cc1OC
    -6%, -1%, -6%, 0%, -2%, -29%, 9%, 0%
COc1cc2c(cc1OC)C1=C(C#N)CC/C(=N\S(=O)(=O)c3ccccc3)N1CC2
    -13%, 2%, -1%, -10%, -12%, 0%, 0%, -2%
CC(C)C[C@H](NC(=O)OC(C)(C)C)c1nnc(SCc2cccc(F)c2)o1
    -9%, -4%, 10%, 5%, 3%, -7%, 9%, 1%
COc1ccc(CN(CC(=O)NC2CCCCC2)C(=O)CCCC(=O)Nc2ccccn2)cc1
    3%, -2%, -6%, i, 0%, 34%[10 µM], 6%, -3%
COc1cccc(C2SCC(=O)N2c2cccc(C)c2)c1OC (configuration not stated)
    1%, 5%, -4%, 0%, 2%, 32%[10 µM], 1%, 1%
Cc1ccc(-c2nc(S(=O)(=O)c3ccc(C)cc3)c(N3CCN(c4ccccc4)CC3)o2)cc1
    -20%, 1%, ., ., -1%, ., -11%, 7%
COc1ccc(F)cc1C(=O)C1CCCN(Cc2cn(C)c3ccccc23)C1 (configuration not stated)
    -11%, -1%, -23%, -7%, -7%, -21%[10 µM], 3%, -1%
COCCN(C)Cc1cn(-c2ccc(F)cc2F)nc1-c1ccccc1C
    -13%, 4%, -6%, i, ?, 11%[10 µM], -2%, -5%
COc1ccc(N2CCN(C(=O)c3ccc(C)cc3)CC2)c([N+](=O)[O-])c1
    -9%, 6%, -11%, 0%, ?, ., 5%, -1%
Cc1oc(-c2cccc(Br)c2)nc1CN1CCC(C(=O)NCc2ccccc2)CC1
    -16%, 5%, ., ., -13%, ., 3%, -2%
